Bioassay records from PubChem BioAssay.
FLuc counter: counter-screen for miR-21 project: firefly luciferase inhibitors or activators | P08659 | purified FLuc, Km substrates, luminescence inhibition | Potency, µM (doses to about 57.5 µM), without a hit: top-dose activity change, negative = inhibition, hits mostly inhibitors | 360,000 tested, 6.9% active | AID 588342;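 further: potency means the concentration at half of the fitted maximal effect; plate controls were vehicle for no effect and reference inhibitor for full effect; nearly all actives have a fitted effect of over 55% in size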
Target sequence (P08659 whole entry, looked up): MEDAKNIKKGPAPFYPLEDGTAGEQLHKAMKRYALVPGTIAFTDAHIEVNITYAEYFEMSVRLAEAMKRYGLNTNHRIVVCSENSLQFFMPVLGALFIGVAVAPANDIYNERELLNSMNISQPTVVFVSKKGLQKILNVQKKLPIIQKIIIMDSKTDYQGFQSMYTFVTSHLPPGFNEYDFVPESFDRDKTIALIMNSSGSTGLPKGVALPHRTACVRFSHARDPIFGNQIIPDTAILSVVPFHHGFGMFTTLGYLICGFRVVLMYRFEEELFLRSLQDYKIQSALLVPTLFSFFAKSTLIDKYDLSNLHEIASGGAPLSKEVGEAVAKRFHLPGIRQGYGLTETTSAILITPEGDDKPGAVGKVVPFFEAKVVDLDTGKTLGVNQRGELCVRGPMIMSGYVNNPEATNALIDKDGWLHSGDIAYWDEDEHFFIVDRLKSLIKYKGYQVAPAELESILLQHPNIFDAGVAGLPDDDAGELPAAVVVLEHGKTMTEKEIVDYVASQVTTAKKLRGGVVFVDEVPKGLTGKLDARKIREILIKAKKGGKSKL
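Purified P. pyralis luciferase, 10 nM final, with Km-level 10 uM D-luciferin and 10 uM ATP in 50 mM Tris acetate pH 7.5, 10 mM Mg acetate, 0.01% Tween-20, 0.05% BSA; 6-point qHTS titration about 60 µM downward; luminescence read.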
NPC1 promoter act: activates the NPC1 promoter; Huh7 NPC1 promoter luciferase reporter, 24 h; Potency, µM (series often up to 9.22 µM), for inactives: top-dose activation, most hits filed as activators; 320,000 tested, 2.4% active;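 further: potency means the concentration at half of the fitted maximal effect; % of control where 0% means no effect; nearly all actives have a fitted effect of over 60% in size; reporter is driven by a mutant NPC1 promoter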
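Luciferase expression driven by the NPC1 promoter was measured in stably transfected Huh7 cells after a 24 h compound incubation, using a luciferase reagent and a luminescence read.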
TRPV1 agonist: human TRPV1 agonism | TRPV1-expressing cells, Fluo-8 calcium influx, agonist mode | activation, % at 8.33 µM | 320,000 tested, 0.19% active; in the data active means activation above about 80%; inconclusive means between about 30% and that limit; further: 0% is about no effect
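Cells expressing TRPV1 were dye-loaded with Fluo-8 and read kinetically: 10 s baseline, 3 min after compound (agonist portion), then 2 min after EC20 capsaicin (allosteric enhancer portion). Calcium-bound dye fluorescence at 480/520 nm.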
Gal4-VP16 FLuc: counter-screen for ROR gamma inhibitors: Gal4-VP16 reporter | Drosophila S2 Gal4-VP16 UAS-luciferase, luminescence, 20 h | Potency, µM (titrated, usually from 53.6 µM), inactives show at the highest dose activity, negative = inhibition, most hits filed as inhibitors | 310,000 tested, 3.5% active;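 further: Gal4-VP16 expression switched on by copper sulfate through the metallothionein promoter; potency means the concentration at half of the fitted maximal effect; on the % scale 0 is the no-effect control and ±100 the full control effect; nearly all actives have a fitted effect of over 50% in size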
Rab9 promoter act: activates the Rab9 promoter. Huh7 Rab9 promoter-luciferase reporter, luminescence, 24 h. Potency, µM (top dose mostly 9.22 µM), without a hit: at the highest dose activation, negative = inhibition, actives largely listed as activators. 320,000 tested, 2.8% active. AID 485297; further: potency means the concentration at half of the fitted maximal effect; % of control where 0% means no effect; nearly all actives have a fitted effect of over 60% in size
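Stable Rab9-luc Huh7, 1500 cells/well, 2 h settle; cmpd in DMSO, 24 h, 37 °C/5% CO2; luciferase reagent 10 min RT; luminescence.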
Tb PFK block: inhibitors of T. brucei phosphofructokinase; 330,000 tested, 0.17% active; AID 485367; T. brucei PFK, ADP-Glo luminescence; O15648; Potency, µM (series often up to 57.5 µM), for the others: at the top dose activity, negative = inhibition, most hits filed as inhibitors;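 further: potency means the concentration at half of the fitted maximal effect; 0% = uninhibited 1x PFK enzyme wells and -100% = no-enzyme wells; nearly all actives have a fitted effect of over 60% in size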
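1.25 nM PFK with 0.5 mM F6P and 0.1 mM ATP in 0.1 M TEA pH 8.0, 5 mM MgCl2, incubated 45 min at room temperature; ADP measured by ADP-Glo luminescence; compounds titrated up to 57 uM.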
ELG1 repair inh: inhibitors of ELG1-dependent DNA repair in HEK293T cells; Potency, µM (highest dose often 46.1 µM), for the others: at the top dose activity change, negative = inhibition, usual class: inhibitors; AID 504467; 330,000 tested, 2.3% active; HEK293T ELG1-luciferase reporter, luminescence, 16 h; DNA damage induced by 5-fluorouridine; further: potency means the concentration at half of the fitted maximal effect; on the % scale 0 is the no-effect control and ±100 the full control effect; nearly all actives have a fitted effect of over 55% in size
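Cells (2,000 per well) received 5-fluorouridine plus test compound or DMSO and were incubated 16 hr at 37 °C, 5% CO2. Luciferase activity was read by luminescence 30 min after ONE-Glo addition; signal suppression marked inhibition of damage-induced ELG1 function.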
p53 reactivator: mutant p53 re-activation in reporter cells. 320,000 tested, 0.063% active. H1299 p53-A138V BP100-luciferase reporter, luminescence, 24 h. AID 504706. Potency, µM (series often up to 92.2 µM), for inactives: at the highest dose activity change, positive = activation, actives largely listed as activators; further: potency means the concentration at half of the fitted maximal effect; % of control where 0% means no effect; nearly all actives have a fitted effect of over 45% in size
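p53-null H1299 cells stably carrying temperature-sensitive p53-A138V and a BP100-luciferase reporter were pinned with compounds (4-point, 1:5 series) and held 24 hrs at 37 deg C. Luminescence was read 10 min after detection reagent.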
ELG1 genotox: inducers of genotoxicity in HEK293T ELG1-luciferase cells | 330,000 tested, 1.3% active | Potency, µM (highest dose often 46 µM), without a hit: at the highest dose activity change, positive = activation, actives largely listed as activators | HEK293T ELG1-luciferase reporter, luminescence, 16 h; further: potency means the concentration at half of the fitted maximal effect; % of control where 0% means no effect; nearly all actives have a fitted effect of over 60% in size
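Reporter readout depends on ELG1 protein level, which increases with genetic stress. After 16 hr compound exposure at 37 °C, luciferase activity was quantified using ONE-Glo.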
BRCA1 expr act: activators of BRCA1 expression; AID 624202; MCF7-BRCA1-FFLuc reporter, luminescence, 48 h; response scale: scaled: vehicle 0%, 10 µM genistein 100%; 380,000 tested, 1.1% active; Potency, µM (series often up to 46.1 µM), for inactives: at the top dose activation, actives largely listed as activators; further: potency means the concentration at half of the fitted maximal effect; nearly all actives have a fitted effect of over 80% in size; some results filed as inactive show a strong effect at the top dose
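48 h compound treatment of MCF7-BRCA1-FFLuc cells (phenol-red free MEM, 37 °C), then 15 min with luciferase substrate and luminescence imaging.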
RORg inh: blocks mouse ROR gamma transcriptional activity; AID 2551; Drosophila S2 Gal4-RORgamma UAS-luciferase reporter, 20 h; Potency, µM (top dose mostly 53.6 µM), inactives show at the top dose activity change, negative = inhibition, hits mostly inhibitors; 310,000 tested, 5.4% active; P51450; further: potency means the concentration at half of the fitted maximal effect; on the % scale 0 is the no-effect control and ±100 the full control effect; nearly all actives have a fitted effect of over 60% in size
Target sequence (P51450 whole entry, looked up, the tested form may be a part): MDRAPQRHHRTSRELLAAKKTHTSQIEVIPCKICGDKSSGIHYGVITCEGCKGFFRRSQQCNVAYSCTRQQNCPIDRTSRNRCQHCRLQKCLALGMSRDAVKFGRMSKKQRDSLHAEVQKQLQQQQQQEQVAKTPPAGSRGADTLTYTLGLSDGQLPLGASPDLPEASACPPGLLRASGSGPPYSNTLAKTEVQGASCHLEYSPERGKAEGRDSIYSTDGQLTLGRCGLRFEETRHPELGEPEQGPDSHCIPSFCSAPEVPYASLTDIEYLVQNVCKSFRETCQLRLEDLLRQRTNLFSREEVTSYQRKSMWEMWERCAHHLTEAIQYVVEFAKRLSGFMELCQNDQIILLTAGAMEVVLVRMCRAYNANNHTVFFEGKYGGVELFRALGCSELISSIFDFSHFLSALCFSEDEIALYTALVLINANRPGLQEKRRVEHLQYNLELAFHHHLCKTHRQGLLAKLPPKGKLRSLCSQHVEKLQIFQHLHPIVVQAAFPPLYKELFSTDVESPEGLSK
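Luminescence from a UAS-regulated Photinus luciferase reporter in stably transfected Drosophila Schneider cells is measured; decreased signal marks ROR gamma inhibition. Fusion expression is induced by 700 uM copper sulfate for 20 hr.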
* marks the source's active call; other numbers are inactive results; ? = inconclusive; . = no result given; & = joins results of further samples; [ ] = remark or other dose. Unless noted, the call rests on the fitted dose curve; in most records, active means well fitted curve in the direction sought with a large enough effect; inconclusive means small, poorly fitted or top-dose-only effect, or another doubt; inactive means no such curve, though single readings can be large; an effect the other way counts as inactive or inconclusive.

mol	FLuc counter	NPC1 promoter act	TRPV1 agonist	Gal4-VP16 FLuc	Rab9 promoter act	Tb PFK block	ELG1 repair inh	p53 reactivator	ELG1 genotox	BRCA1 expr act	RORg inh
CCc1cc2cc3c(cc2nc1SCC(=O)Nc1nnc(C)s1)OCCO3	1%	3%	6	?	-2%	3%	-2%	4%	9%	-2%	?
COc1ccc(-c2nnc3sc(COc4ccc(C)cc4)nn23)cc1	?	2%	?	9%	-5%	9%	1%	-1%	0%	31%	-1%
Cc1cccc(Nc2ccc(S(=O)(=O)N3CCOCC3)cc2[N+](=O)[O-])c1	6%	-3%	3	.	-5%	-4%	0%	-4%	1%	-4%	.
CCN1C(=NCc2ccccc2)N[C@@H](c2ccccc2)[C@H](C(=O)OC)[C@H]1C	4%&0%	-3%&-3%	3&0	0%&-16%	-4%&7%	-5%&-2%	-10%	.	-1%	36%	-10%&2%
Cc1c(C(=O)N(Cc2cccc(Br)c2)C2CCS(=O)(=O)C2)oc2ccccc12 (centres undefined)	2%	1%	16	2%	0%	-2%	?	-7%	1%	-19%	25%
CCCCN(CCCC)C(=O)C1(P(=O)(c2ccccc2)c2ccccc2)CCC1	-1%	-6%	?	1%	-2%	-3%	-5%	-2%	-7%	-6%	11%
CC(Oc1cccc(Cl)c1)C(=O)N(C)CC(=O)Nc1ccc(N2CCOCC2)cc1 (centres undefined)	0%	0%	6	.	-1%	0%	-8%	-2%	-7%	-12%	.
O=c1c2ccccc2oc2nc(-c3ccco3)n(Cc3ccccc3)c(=O)c12	-4%	3%	13	8%	-7%	2%	-25%	20%	-3%	1%	-13%
COc1ccc(CCNc2ccc(C(CC(N)=O)NC(=O)c3ccc(Br)cc3)cc2[N+](=O)[O-])cc1 (centres undefined)	1%	0%	-2	-13%	-7%	-3%	0%	-11%	3%	-47%	14%
COc1ccc(-c2noc(CN3CCCCC3)n2)cc1OC	-10%	-3%	0	?	-1%	-4%	8%	11%	8%	3%	28%
Cc1cc(O)ccc1NC(=O)CCN1C(=O)c2ccc([N+](=O)[O-])cc2C1=O	-1%	-5%	-1	?	-6%	1%	10%	6%	1%	-11%	?
CCNC(=O)N1CCC(c2nc3ccccc3s2)CC1	5%	4%	20	-10%	-2%	4%	2%	-1%	-3%	-17%	24%
Cc1ccc2nc(N3CC(=O)Nc4ccccc43)nc(-c3ccccc3)c2c1	2%	0%	5	?	-7%	2%	-21%	17%	15%	-20%	?
S=c1[nH]cnc2sc(-c3ccccc3)cc12	11µM*	17%	2	4.5µM*	?	-5%	?	10%	0%	11µM*	1.4µM*
CCOc1cc2[nH]c(=O)n(CCCC(=O)NCc3ccco3)c(=O)c2cc1OCC	0%	0%	-2	-11%	-4%	-2%	-9%	-12%	-3%	3%	29%
O=C(Cn1c2c(c(=O)n3ncnc13)CCC2)N/N=C/c1ccc(Cl)cc1	0%	1%	1	-2%	2%	1%	-4%	2%	0%	-17%	-6%
OCC[C@H]1C[C@H](O)[C@@H](O)[C@]2(Cc3ccccc3O2)O1	0%	-1%	-2	.	-1%	0%	7%	2%	-2%	-5%	.
COc1cc(S(=O)(=O)N2CCOCC2)ccc1NC(=O)CN1c2cccc3cccc(c23)S1(=O)=O	-2%	-4%	3	17%	4%	3%	-6%	-8%	1%	3%	1%
Cc1noc(C)c1NC(=O)Nc1cccc2c1O[C@@H](CN(C)C)[C@@H](C)CN([C@H](C)CO)C2=O	.	.	.	.	.	1%	?	-5%	4%	2%	.
Cc1cccnc1NC(=O)CCNS(=O)(=O)c1ccc2c(c1)c(=O)n(C)c(=O)n2C	-3%	-5%	-2	-8%	5%	?	14%	7%	?	0%	-8%
C=CCN(CC=C)Cc1c(O)ccc2c(=O)c(-c3ccccc3)coc12	1%	2%	1	2%	0%	1%	-18%	-126%[inhibitor]	-6%	-2%	-15%
CCCn1nnnc1NCc1c(Cl)cccc1Cl	-1%	-3%	16	6%	1%	0%	-9%	1%	-1%	-1%	-4%
CN(c1ccc(C(=O)N2CCOCC2)cc1)S(=O)(=O)c1ccc(Cl)cc1	4%	2%	18	7%	-1%	-4%	-7%	-6%	-3%	-20%	1%
COC(=O)c1nn(-c2ccccc2)c(Sc2ccc(C)cc2)c1/C=N/O	9%	-5%	3	-6%	6%	0%	?	-5%	-3%	1%	-2%
CC(C)Cc1c(O)nc(SCC(=O)N2CCCCCC2)[nH]c1=O	1%	-1%	0	9%	0%	2%	15%	13%	-1%	13%	-19%
CCCNC(=O)c1ccc(N2CCC3(CC2)CC(c2cccc(Br)c2)=NO3)c([N+](=O)[O-])c1	-1%	-7%	3	?	-18%	1%	?	3%	7%	-4%	11%
Nc1ccc(Nc2ccccc2)c(S(=O)(=O)O)c1	5%	-2%	4	0%	0%	-5%	-11%	1%	-2%	-20%	19%
COc1ccc2c(c1)c1nnc(SCC(=O)N3C(C)CCCC3C)nc1n2C (centres undefined)	?	-8%	1	-4%	6%	0%	?	-7%	-3%	-37%	-42%
CC(=O)Oc1ccc(C(=O)Nc2ccc(S(=O)(=O)N3CCOCC3)cc2)cc1	-1%	-4%	?	-2%	5%	-6%	?	-31%[inhibitor]	-6%	-17%	21%
CN(Cc1ccon1)C(=O)C1CCC(=O)N(Cc2ccc(Cl)cc2)C1 (centres undefined)	7%	-7%	-1	-2%	1%	-4%	-1%	11%	10%	-15%	11%

Quoted at random: five compounds from above
mol	FLuc counter	NPC1 promoter act	TRPV1 agonist	Gal4-VP16 FLuc	Rab9 promoter act	Tb PFK block	ELG1 repair inh	p53 reactivator	ELG1 genotox	BRCA1 expr act	RORg inh
COC(=O)c1nn(-c2ccccc2)c(Sc2ccc(C)cc2)c1/C=N/O	9%	-5%	3	-6%	6%	0%	?	-5%	-3%	1%	-2%
S=c1[nH]cnc2sc(-c3ccccc3)cc12	11µM*	17%	2	4.5µM*	?	-5%	?	10%	0%	11µM*	1.4µM*
CN(c1ccc(C(=O)N2CCOCC2)cc1)S(=O)(=O)c1ccc(Cl)cc1	4%	2%	18	7%	-1%	-4%	-7%	-6%	-3%	-20%	1%
CCNC(=O)N1CCC(c2nc3ccccc3s2)CC1	5%	4%	20	-10%	-2%	4%	2%	-1%	-3%	-17%	24%
CC(=O)Oc1ccc(C(=O)Nc2ccc(S(=O)(=O)N3CCOCC3)cc2)cc1	-1%	-4%	?	-2%	5%	-6%	?	-31%[inhibitor]	-6%	-17%	21%

Remaining list, next part
Values run as follows: FLuc counter | NPC1 promoter act | TRPV1 agonist | Gal4-VP16 FLuc | Rab9 promoter act | Tb PFK block | ELG1 repair inh | p53 reactivator | ELG1 genotox | BRCA1 expr act | RORg inh
- CCn1cnc2c1c(=O)n(CC(=O)Nc1ccc(C(N)=O)cc1)c(=O)n2Cc1ccccc1
  -2% | 0% | 8 | -1% | 0% | 2% | 6.5µM* | -4% | 2% | -12% | -10%
- COc1cc(C(=O)N2CCC(NC(=O)C(Cc3ccc(C)cc3)NC(C)=O)CC2)cc(OC)c1OC (centres undefined)
  -2% | -2% | -4 | 3%[0.365 µM] | -2% | -4% | 15% | 7% | -6% | -2% | 17%
- CC1Cc2ccccc2N1Cc1cccc(S(=O)(=O)N(C)C)c1 (centres undefined)
  1% | 0% | 6 | -10% | -3%[1.84 µM] | -3% | -23% | 0% | -6% | -32% | 24%
- CCOc1ccc(-n2c(C)c(C(C)=O)c3cc(O)ccc32)cc1
  -1% | 20% | -1 | 1% | 0% | 0% | ? | 5% | -11% | 1% | -5%
- Cc1ccc(C(=O)NCCCNC(=O)COc2ccccc2Cl)cn1
  3% | 1% | 2 | 2% | 1% | 2% | 5% | 5% | -1% | -18% | 4%
- CC(C)(C)NS(=O)(=O)c1ccc(Oc2ncc(C(F)(F)F)cc2Cl)cc1
  -1% | -2% | -1 | -7% | 0% | -1% | -10% | 2% | -10% | -74% | 144%
